Wnt bcat act: activates Wnt/beta-catenin signaling in a reporter cell assay | activator, plate reader | activation, % at 9.35 µM | 1.2% of 300,000 active | AID 743398; in the data active means activation above about 30%, passing the limit was not always enough;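 further: 0% = neutral control wells and 100% = positive control wells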
HTR5A ag: activates human HTR5A in OPRM1-OPRD1 agonist counter-screen; HTR5A agonist assay, luminescence, cell-based; activation, % at 9.3 µM; 0.61% of 340,000 active; AID 504692; in the data active means activation mostly above about 9.5%, no sharp cut-off; inactive means mostly below about 7.6%;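 further: 0% = cells with vehicle only and 100% = reference agonist; strong numbers were not always called active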
Target sequence (P47898 whole entry, looked up): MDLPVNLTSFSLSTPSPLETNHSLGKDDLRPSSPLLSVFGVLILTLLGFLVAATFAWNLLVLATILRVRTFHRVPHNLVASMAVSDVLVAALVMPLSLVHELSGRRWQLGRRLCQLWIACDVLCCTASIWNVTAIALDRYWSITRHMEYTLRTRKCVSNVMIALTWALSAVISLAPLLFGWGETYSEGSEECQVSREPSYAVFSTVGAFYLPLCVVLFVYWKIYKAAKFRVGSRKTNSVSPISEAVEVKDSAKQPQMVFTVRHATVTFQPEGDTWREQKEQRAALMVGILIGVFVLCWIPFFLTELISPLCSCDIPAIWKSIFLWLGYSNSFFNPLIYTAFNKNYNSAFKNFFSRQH
CDK5 inh: blocks human CDK5/p35 kinase activity. Q00535+Q15078. Recombinant CDK5/p35, ADP-Glo luminescence, 60 min. 0.01% of 330,000 active. inhibition, % at 10 µM. AID 488839;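 active means highest replicate inhibition of at least 50% and at least 75% of replicates reaching 50%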;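 further: plate controls were DMSO neutral control for no effect and GW8510 at 10 µM for full effect; many of its hits are not listed in these tables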
SR-BI HDL uptake: inhibitors of mouse SR-BI mediated HDL lipid uptake; AID 488896; inhibition, % at 12.5 µM; 0.96% of 320,000 active; ldlA[mSR-BI] CHO cells, DiI-HDL uptake fluorescence, 3 h;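 active means mean replicate inhibition of at least 70% and a set share of replicates each scoring 70 or more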;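 further: 0% = median of neutral control wells and 100% = median of positive control wells; values of inactives mirror those of a sister screen read the other way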
PvdQ inh: P. aeruginosa PvdQ acylase inhibition; purified PvdQ acylase, fluorescence plate reader; inhibition, % at 10 µM; 0.063% of 340,000 active; in the data active means inhibition above about 30%, passing the limit was not always enough;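 further: 0% = vehicle neutral wells and 100% = reference inhibitor wells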
V-ATPase pH: alters yeast V-ATPase proton transport. S. cerevisiae, pHLuorin cytosolic pH fluorescence. response, % at 10 µM. 0.37% of 350,000 active; in the data active means response mostly above about 7.3%, no sharp cut-off; inactive means mostly below about 5.4%; further: actives read high; inactives centre near 0; some compounds called inactive have numbers as strong as hits; reference of the scale not given here
NSD2 HMT inh: inhibitors of human histone methyltransferase NSD2. O96028. NSD2 peptide methylation, AlphaScreen, 120 min. inhibition, % at 12.5 µM. 0.54% of 310,000 active; in the data active means inhibition above about 50%
HTR5A inv ag: HTR5A inverse agonism, opioid heterodimer counter-screen | P47898 | HTR5A cell line, luminescence | inhibition, % at 9.3 µM | 0.083% of 340,000 active; in the data active means inhibition mostly above about 23%, no sharp cut-off; inactive means mostly below about 18%;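 further: 0% = cells with DMSO and 100% = no-cell wells with DMSO; some compounds called inactive have numbers as strong as hits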
dFosB act: enhances mouse delta FosB homodimer DNA binding | P13346 | purified delta FosB, TAMRA-CDK5 oligo fluorescence polarization; percent of positive-control signal above neutral wells | activation, % at 25 µM | 0.99% of 340,000 active | AID 493131;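 active means mean activation above about 17%, with every replicate also reaching it, limit read from the data, passing the limit was not always enough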;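 further: fluorescence polarization rise as delta FosB binds a TAMRA Cdk5 AP-1 oligo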
Target sequence (P13346 whole entry, looked up): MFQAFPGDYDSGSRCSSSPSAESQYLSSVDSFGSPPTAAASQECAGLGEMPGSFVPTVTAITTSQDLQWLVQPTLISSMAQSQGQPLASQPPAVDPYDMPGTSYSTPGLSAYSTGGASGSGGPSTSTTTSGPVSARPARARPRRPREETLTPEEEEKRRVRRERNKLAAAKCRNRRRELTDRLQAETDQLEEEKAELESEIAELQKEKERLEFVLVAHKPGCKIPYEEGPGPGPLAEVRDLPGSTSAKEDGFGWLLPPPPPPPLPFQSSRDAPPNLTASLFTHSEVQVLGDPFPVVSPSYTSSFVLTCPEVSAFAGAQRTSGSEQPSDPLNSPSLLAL
MITF act: MITF TRPM1 promoter activation in melanoma cells; 0.75% of 300,000 active; activation, % at 12.5 µM; SK-MEL-5 TRPM1-promoter luciferase, 24 h; % of positive control, neutral wells = 0;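 active means mean activation of at least 80% with every replicate also reaching 80%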;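 further: 0% = neutral control wells and 100% = parthenolide positive control wells; values of inactives mirror those of a sister screen read the other way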
Starred values were filed as active, the others as inactive; / = no result given. The order is random. Share with any hit: about 5%.

SMILES	Wnt bcat act	HTR5A ag	CDK5 inh	SR-BI HDL uptake	PvdQ inh	V-ATPase pH	NSD2 HMT inh	HTR5A inv ag	dFosB act	MITF act
COc1cccc(C(C(=O)NC2CCCC2)N(Cc2ccccc2OC)C(=O)c2ccco2)c1 (centres undefined)	-3	-3	1.7	-8	-8	2	-10	7	-7	-6
CC1CC(C)CN(C(=S)SCc2nc(N)nc(Nc3ccccc3)n2)C1 (centres undefined)	0	1	1.1	2	-6	-2	1	7	38*	/
Cc1c(NS(=O)(=O)c2cccc(C(=O)NC(C)c3ccccc3)c2)c(=O)n(-c2ccccc2)n1C (centres undefined)	0	-3	1.3	-50	-17	6	-1	3	-10	-3
COc1ccc(-c2noc(CN(C)S(=O)(=O)c3ccc(C)cc3)n2)cc1	0	0	-1.3	-3	-4	0	-9	-16	-8	/
Cc1ncc(CO)c(CNc2ccc(-c3nc4ccccc4[nH]3)cc2)c1O	29	-1	1.1	6	6	4	1	3	1	35
Cn1nc(-c2ccc(N3CCCCC3)c(NC(=O)c3ccco3)c2)c2ccccc2c1=O	1	6	-0.7	3	-8	-3	-1	1	-9	-34
O=C(NCC1CCN(Cc2ccccc2Cl)CC1)Nc1cccc(Cl)c1	1	3	-0.9	15	-10	2	3	-8	0	8
COc1ccc(CCNC(=O)Cn2cnc3c(nnn3Cc3ccc(C)cc3)c2=O)cc1OC	/	-2	-0.1	-6	6	5	0	-2	-8	5
CC1CCCCN1C(=O)CSc1nc2ccccc2n1CC(=O)N1CCc2ccccc21 (centres undefined)	/	/	2.7	19	-3	-2	-3	/	-6	-11
O=Cc1ccc(-c2nc3ccccc3s2)o1	12	-2	2.7	-8	4	1	5	7	-4	21
Cc1c(NC(=O)COC(=O)c2cccn2C)c(=O)n(-c2ccccc2)n1C	2	3	1.7	-2	-18	1	-1	-13	0	3
Cc1ccc(-c2nn(-c3ccccc3)cc2/C=N/NS(=O)(=O)c2ccccc2)cc1	/	4	-1.7	62	2	3	-1	15	-8	63
CC(=O)N1CCN(c2nnnn2-c2ccccc2)CC1	/	1	2.2	-8	-17	4	-4	-16	-3	-5
Cc1ccc(Cc2nnc(SCC(=O)Nc3ccc(C)cc3C)[nH]c2=O)cc1	-5	11	1.2	-16	-19	1	1	-19	-46	-9
CC1(C)CC(=O)c2sc(NC(=O)CCS(=O)(=O)c3ccccc3)nc2C1	-4	7	-0.9	-10	-8	3	/	-3	1	/
COC(=O)c1oc2ccc(Br)cc2c1NC(=O)CCCN1C(=O)c2ccccc2C1=O	-3	0	0.1	-14	-2	-3	/	-8	3	-7
S=c1[nH]nc(COc2ccccc2)n1/N=C/c1ccccc1Br	2	0	1.0	-14	-5	-2	-1	1	-5	5
Cc1ccc(S(=O)(=O)N2CCOCC2)cc1NC(=O)CSc1nnc(COc2ccccc2F)n1N	-5	3	0.2	12	-12	-1	-2	14	-8	/
CCNC(=S)N(CCc1ccccc1C)Cc1cc2cc(OC)c(OC)cc2[nH]c1=O	-2	1	1.0	15	-10	1	1	-16	6	9
COc1ccc(NC(=O)Cn2cnc3sc(C)c(S(=O)(=O)N4CCN(C)CC4)c3c2=O)cc1OC	-1	-1	2.8	-7	-8	-11	1	3	-5	-11
CC[C@]12c3[nH]c4cc(-c5ccco5)ccc4c3CCN1C(=O)[C@@H](CC(=O)NCc1cccc(C(F)(F)F)c1)C[C@@H]2C(=O)N1CCN(C(=O)C2CC2)CC1	-2	1	1.0	-5	-14	1	/	-2	-16	-23
Cc1cccnc1NC(=O)c1ccc(C(=O)c2ccccc2)cc1	3	-6	0.6	-11	-10	0	0	16	-8	14
COc1cccc(N2CC(C(=O)NCc3n[nH]c(=O)c4ccccc34)CC2=O)c1 (centres undefined)	2	4	1.2	-27	1	-3	-1	-14	3	5
Cc1c(C(=O)NCc2ccccc2CN2CCCC2)oc2c(F)cccc12	-4	2	2.4	-3	-5	1	1	9	-14	-2
CCc1csc(CNC(=O)C2CCC(=O)N(Cc3cccc(F)c3)C2)n1 (centres undefined)	-2	-2	-2.8	5	-16	1	2	-6	-5	-18

A second format for 4 compounds above:
Each structure is followed by: Wnt bcat act	HTR5A ag	CDK5 inh	SR-BI HDL uptake	PvdQ inh	V-ATPase pH	NSD2 HMT inh	HTR5A inv ag	dFosB act	MITF act
Cc1ncc(CO)c(CNc2ccc(-c3nc4ccccc4[nH]3)cc2)c1O
    29	-1	1.1	6	6	4	1	3	1	35
Cn1nc(-c2ccc(N3CCCCC3)c(NC(=O)c3ccco3)c2)c2ccccc2c1=O
    1	6	-0.7	3	-8	-3	-1	1	-9	-34
O=C(NCC1CCN(Cc2ccccc2Cl)CC1)Nc1cccc(Cl)c1
    1	3	-0.9	15	-10	2	3	-8	0	8
COc1ccc(CCNC(=O)Cn2cnc3c(nnn3Cc3ccc(C)cc3)c2=O)cc1OC
    /	-2	-0.1	-6	6	5	0	-2	-8	5

(continued)
SMILES	Wnt bcat act	HTR5A ag	CDK5 inh	SR-BI HDL uptake	PvdQ inh	V-ATPase pH	NSD2 HMT inh	HTR5A inv ag	dFosB act	MITF act
COC(=O)C1=C(C)N(CCCC(=O)O)C(=O)NC1c1cc2c(cc1[N+](=O)[O-])OCO2 (centres undefined)	-1	4	-3.2	-2	0	1	/	-11	-1	11
CN(C)C(=O)C12CCC(C)(C(=O)C1Br)C2(C)C (centres undefined)	-2	6	3.0	-15	9	-1	-4	-5	-5	/
O=C(CSc1nc2ccccc2s1)N1CCN(C(=O)c2ccco2)CC1	/	-3	0.2	12	-2	1	2	9	5	-7
NC(N)=NNC(=O)c1ccccc1Cl	25	2	-1.0	1	-12	-2	1	11	0	-10
COCCNc1ncnc2c1cnn2Cc1ccccc1Cl	1	2	2.4	11	4	-3	3	-7	-3	-1
CCOC(=O)CN(C)Cc1cn[nH]c1-c1ccc2cc(OC)ccc2c1	3	-1	0.5	-9	-3	0	3	7	-2	/
O=C(COc1ccccc1[N+](=O)[O-])NCCCN1CCCC1=O	4	2	-0.6	-2	3	-4	0	-4	-7	-3
COc1ccccc1/C=C/C1NC(=O)NC(C)=C1C(=O)OC(C)C (centres undefined)	0	-5	-1.6	19	-8	0	-5	13	6	6
CSc1ccccc1NC(=O)Cn1nc([N+](=O)[O-])cc1C	-6	-1	-1.0	-27	-3	0	-2	4	-3	-1
CCCn1c(N)c(N(CCOC)C(=O)c2cc(S(=O)(=O)N3CCCCCC3)ccc2OC)c(=O)[nH]c1=O	-1	0	-1.3	-22	3	-1	-1	-1	0	-2
CCNC(=O)CCn1nc(-c2ccc(C)cc2)c2ccccc2c1=O	-5	-1	-2.2	-1	-12	-2	-1	3	-2	-7
Cc1ccc(CNC(=O)CS(=O)Cc2nc(-c3ccccc3Cl)oc2C)cc1 (centres undefined)	1	1	-6.9	-3	-10	-6	19	-3	-5	-3
CCOC(=O)c1sc(NS(=O)(=O)c2ccc(NC(C)=O)cc2)nc1C	/	-1	-1.4	1	17	1	-1	-28	-4	-2
O=C(Cn1cnc2c(nnn2Cc2ccccc2)c1=O)Nc1ccc2c(c1)OCCO2	3	-5	4.0	8	-15	3	-1	-3	30*	0
COc1ccc(CCNC(=O)Cn2cc(C(F)(F)F)cc(Cl)c2=O)cc1	0	-3	0.9	5	-6	0	0	2	-1	1
CC1CC(CCN)(c2ccccc2)C(C)CN1C (centres undefined)	-1	5	-0.7	-22	-1	-5	18	-13	-2	4
C[C@]12c3[nH]c4ccccc4c3CCN1C(=O)C(CC(=O)NCCc1ccccn1)C[C@@H]2C(=O)N1CCOCC1 (some centres undefined)	30	-1	0.0	-14	-14	4	/	3	-6	5
CC(C)OC(=O)CSc1nc(Cc2ccccc2)nc2ccccc12	-4	0	0.6	-7	6	3	-1	4	-6	-6
COc1ccc(CNC(=O)CS(=O)Cc2nc(-c3ccc(OC)c(OC)c3)oc2C)cc1 (centres undefined)	0	4	-0.1	36	3	1	-3	0	0	2
O=C(Oc1ccc(Cl)c2cccnc12)C12CC3CC(CC(C3)C1)C2	8	9	-1.3	4	-11	2	-2	-24	-4	-15
O=C(CCNC(=O)c1ccc(Br)o1)NC1CCCC1	/	3	-2.4	-1	1	-3	-4	3	-5	0
COc1cccc(CNC(=O)N2CCN(S(=O)(=O)c3ccc(Cl)cc3)CC2)c1	-1	4	4.4	0	7	-3	-4	-24	-8	-29
COC(=O)Cn1nc(-c2ccccc2)c2ccccc2c1=O	/	-1	-0.7	8	-8	0	0	0	-2	-2
CCOC(=O)/C(=N\Nc1ccccc1[N+](=O)[O-])c1csc(Nc2ccccc2)n1	-1	-5	-0.1	106*	1	-2	8	12	-11	15
CCOc1ccc(NC(=O)CN(C)C(=O)c2cc3c(s2)CCC(C)C3)cc1OCC (centres undefined)	1	-7	0.8	32	1	-5	2	18	-3	-13

(listing goes on)
SMILES	Wnt bcat act	HTR5A ag	CDK5 inh	SR-BI HDL uptake	PvdQ inh	V-ATPase pH	NSD2 HMT inh	HTR5A inv ag	dFosB act	MITF act
CC1CCCCC1NC(=O)COc1ccc(-n2cnnn2)cc1 (centres undefined)	0	-4	0.2	9	4	-5	0	-5	0	-3
CN(C)CC(O)COc1cc2ccccc2cc1C(=O)N1CCCCC1 (centres undefined)	/	1	-1.1	-32	-16	-1	0	5	-4	/
[O-][n+]1c2ccc3nonc3c2nn1-c1ccccc1Cl	-2	2	-1.7	-2	17	3	/	13	7	1
CCN(CC)S(=O)(=O)c1ccc(C(=O)OCC(=O)c2ccc3c(c2)NC(=O)CO3)cc1	-4	2	0.1	62	-1	-5	-1	-5	-2	20
Cn1c(=O)c2c(nc(SCc3cccnc3)n2Cc2ccccc2)n(C)c1=O	-3	-6	-1.5	-1	-10	2	/	14	-4	-7
COc1ccccc1N(CC(=O)NCCN1CCOCC1)S(=O)(=O)c1ccc(C)cc1	1	6	-0.6	-24	-1	-9	15	-15	1	1
O=C(CCCN1C(=O)/C(=C/c2cccs2)SC1=S)NNC(=O)c1ccccc1O	/	3	-0.3	104*	2	-1	0	3	6	-10
COc1cccc(CN2CC(C(=O)N(C)CCc3ccccc3)CCC2=O)c1 (centres undefined)	-2	2	1.3	-19	-11	3	33	0	-1	14

Records above shown as hits in dFosB act.
SMILES	Wnt bcat act	CDK5 inh	SR-BI HDL uptake	PvdQ inh	V-ATPase pH	NSD2 HMT inh	dFosB act	MITF act
CC1CC(C)CN(C(=S)SCc2nc(N)nc(Nc3ccccc3)n2)C1 (centres undefined)	0	1.1	2	-6	-2	1	38*	/
O=C(Cn1cnc2c(nnn2Cc2ccccc2)c1=O)Nc1ccc2c(c1)OCCO2	3	4.0	8	-15	3	-1	30*	0
